# From PubChem BioAssay
# Mdm2 MdmX PPI: inhibitors of human Mdm2-MdmX association, primary screen, cell-based, luminescence, split luciferase, SaOS-2, uHTS | SaOS-2 split-luciferase Mdm2/MdmX complementation | actives 3% (n = 330,000) | inhibition, % at 8 µM | Protein Mdm4 (Homo sapiens) + E3 ubiquitin-protein ligase Mdm2 (Homo sapiens), …;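 active = inhibition of at least 50% at 8 µM in the primary screen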
# Target sequence (O15151 whole entry, looked up): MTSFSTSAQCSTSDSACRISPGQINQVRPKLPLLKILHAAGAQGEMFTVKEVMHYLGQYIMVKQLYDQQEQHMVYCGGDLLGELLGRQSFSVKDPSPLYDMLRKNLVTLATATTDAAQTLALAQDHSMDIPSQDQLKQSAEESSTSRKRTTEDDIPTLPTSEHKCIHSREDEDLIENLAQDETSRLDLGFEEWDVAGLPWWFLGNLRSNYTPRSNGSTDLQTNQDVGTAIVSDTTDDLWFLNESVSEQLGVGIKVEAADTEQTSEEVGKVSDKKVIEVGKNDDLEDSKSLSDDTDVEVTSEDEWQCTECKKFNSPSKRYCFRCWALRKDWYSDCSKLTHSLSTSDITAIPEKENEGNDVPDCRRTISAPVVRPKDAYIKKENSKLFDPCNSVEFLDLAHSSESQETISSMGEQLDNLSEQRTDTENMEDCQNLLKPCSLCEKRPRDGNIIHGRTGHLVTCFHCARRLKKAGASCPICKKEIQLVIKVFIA
# Target sequence (Q00987 whole entry, looked up): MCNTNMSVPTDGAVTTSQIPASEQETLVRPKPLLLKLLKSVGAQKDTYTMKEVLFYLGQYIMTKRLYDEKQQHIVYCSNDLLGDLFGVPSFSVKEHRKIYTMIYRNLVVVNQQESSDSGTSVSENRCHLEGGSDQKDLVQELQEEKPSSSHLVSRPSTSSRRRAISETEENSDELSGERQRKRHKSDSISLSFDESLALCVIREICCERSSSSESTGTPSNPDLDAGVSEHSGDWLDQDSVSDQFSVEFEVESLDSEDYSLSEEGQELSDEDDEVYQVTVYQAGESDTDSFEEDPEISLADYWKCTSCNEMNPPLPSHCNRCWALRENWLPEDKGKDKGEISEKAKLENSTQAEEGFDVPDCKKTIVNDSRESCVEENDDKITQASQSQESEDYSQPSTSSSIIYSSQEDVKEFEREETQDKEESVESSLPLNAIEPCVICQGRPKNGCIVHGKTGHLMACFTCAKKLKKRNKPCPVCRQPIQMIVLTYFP
# UPR CHOP act: activators of apoptotic CHOP UPR arm, primary screen, cell-based, CHO-CHOP luciferase reporter, luminescence, uHTS. UPR activation; percent of tunicamycin response over DMSO baseline. activation, % at 10 µM. actives 0.34% (n = 330,000). AID 449763, 2010;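 active = at 10 µM dose, activation of 40% or more, normalized to positive control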;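 also: 100% = tunicamycin at 10 µg/mL and 0% = DMSO alone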
#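 Evaluation: % reporter activation, DMSO baseline versus tunicamycin full activation; System: CHO-CHOP luciferase reporter cell line; Input: 500 cells/well; Incubation: 6 h compound treatment, 37 °C; Measured by: Steady-Glo luciferase luminescence; Dosing: one dose, 10 µM in 0.5% DMSO; Buffer or medium: F12 medium, 10% FBS; Benchmarks: positive tunicamycin 10 µg/mL, negative DMSO alone.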
# UPR XBP1 act: activators of adaptive XBP1 UPR arm, primary screen, cell-based, CHO-XBP1 luciferase reporter, luminescence, uHTS; IRE1-XBP1 UPR activation; percent of tunicamycin response, DMSO as zero; activation, % at 20 µM; actives 0.33% (n = 330,000);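 active = versus positive control, 20 µM dose yields 30% or more activation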;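 also: 100% = tunicamycin at 10 µg/mL and 0% = DMSO only wells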
#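 Assay system: CHO-XBP1 luciferase reporter cells; Schedule: 6 h treatment, 37 °C; Detection: glow luminescence from Steady-Glo reagent; Benchmarks: high control tunicamycin 10 µg/mL final, low control DMSO vehicle only.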
# Jurkat NFkB inh: inhibitors of induced NF-kB luciferase reporter, primary screen, TCR NF-kB activation inhibitor project, cell-based, luminescence, uHTS | Jurkat, PMA/ionomycin-induced NF-kB luciferase reporter | inhibition, % at 4 µM | actives 0.53% (n = 330,000); in the data active = inhibition above about 50%
# EBI2 block: EBI2 receptor antagonists, beta-arrestin recruitment, primary screen, cell-based, luminescence, 7a,25-OHC stimulation, uHTS | G-protein coupled receptor 183 (Homo sapiens), P32249 | inhibition, % at 5 µM | AID 651636, 2012 | actives 0.81% (n = 360,000) | 7a,25-OHC stimulated; in the data active = inhibition above about 38%;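 also: enzyme fragment complementation signal reports receptor beta-arrestin coupling in cells; 0% = agonist plus DMSO wells and 100% = wells without agonist; some results beyond the cut were filed as inactive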
# 697 NFkB inh: inhibitors of PMA/ionomycin-induced NF-kB reporter, 697 cells, primary screen, B-cell NF-kB inhibitor project, cell-based, luminescence, uHTS; actives 0.33% (n = 330,000); 697 B-cell NF-kB luciferase reporter, 16 h; inhibition, % at 4 µM; in the data active = inhibition above about 35%
# CXCR6 inh: CXCR6 receptor inhibitors, primary screen, cell-based, beta-arrestin, luminescence, CHO-K1 PathHunter, 1536-well. C-X-C chemokine receptor type 6 (Homo sapiens), O00574. actives 0.36% (n = 360,000). inhibition, % at 20 µM; in the data active = inhibition above about 34%, passing the limit was not always enough;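 also: antagonist mode with CXCL16 agonist at 10 nM final; 0% = 10 nM CXCL16 with DMSO and 100% = unstimulated wells without agonist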
# Gli-Sufu block: Gli-Sufu pathway antagonists, primary screen, luciferase luminescence, Sufu-KO-LIGHT cells, uHTS | inhibition, % at 5 µM | Sufu-KO-LIGHT fibroblasts, Gli luciferase reporter luminescence | actives 0.74% (n = 340,000) | AID 588413, 2011;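 active = inhibition above about 55%, limit read from the data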;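 also: 0% = DMSO-treated cells and 100% = wells with medium but no cells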
# CCR6 antag: CCR6 receptor antagonists, primary screen, cell-based, CHO-K1, luminescence, beta-arrestin, uHTS. actives 0.49% (n = 340,000). CHO-K1 CCR6 PathHunter beta-arrestin, CCL20-stimulated. C-C chemokine receptor type 6 (Homo sapiens), P51684. AID 493098, 2011. inhibition, % at 20 µM;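 active = compounds whose inhibition of the agonist-driven luminescence signal at 20 µM reaches about 50%, limit read from the data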;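 also: cells stimulated with CCL20 at 14 nM final; plate controls were DMSO with CCL20 for no effect and DMSO without agonist for full effect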
# The depositor's hits bear a star; / = no result given.
SMILES,Mdm2 MdmX PPI,UPR CHOP act,UPR XBP1 act,Jurkat NFkB inh,EBI2 block,697 NFkB inh,CXCR6 inh,Gli-Sufu block,CCR6 antag
COc1ccc(CN2CCN(CC3CC3)CC2CCO)cc1C (stereo unspecified),17,1.8,-2,8,-7,12,-5,-7,16
Cc1c(C(=O)O)oc2ccc(S(=O)(=O)NCc3ccc(F)cc3)cc12,-22,0.1,-3,-2,-7,20,4,2,1
O=c1c2ccccc2nc2n1CCc1c-2[nH]c2ccccc12,-84,5.8,2,-194,2,-176,1,-134,18
O=C(C1CC2CCC1C2)N1CCN(Cc2ccc3c(c2)OCO3)CC1 (stereo unspecified),-26,1.9,-1,-11,/,-12,/,-6,-4
CC(=O)Nc1ccc(NC(=O)C2CC(=O)N(c3ccccc3Cl)C2)cc1 (stereo unspecified),-9,-0.6,2,-5,-5,9,5,-10,3
CCc1ccc(N(CC(=O)NCc2ccc3c(c2)OCO3)C(=O)c2csnn2)cc1,-13,2.4,-5,1,21,-3,9,-9,19
O=C(c1ccc(F)cc1)c1cccc(C(=O)c2ccc(F)cc2)n1,/,/,/,/,7,/,7,-1,13
O=C(NCc1ccccn1)C1CCN(S(=O)(=O)c2ccccc2)CC1,-12,-0.1,0,0,12,-2,0,-6,8
CCCn1c(N)c(C(=O)CSc2nc(C)cs2)c(=O)n(C)c1=O,-1,-0.3,-4,-1,-5,1,-6,-2,11
COc1ccc(NC2=NCC(Cc3ccc(Br)cc3)S2)cc1 (stereo unspecified),43,-1.6,1,6,26,-8,-10,0,-3
COC(=O)CCC(=O)NC1CC(C)(C)Cc2c1cnn2-c1ccc(F)cc1 (stereo unspecified),-5,-2.0,0,-4,-11,-5,-4,1,-6
Cn1c(N2CCCCC2)nc2c1c(=O)[nH]c(=O)n2C,-5,-2.3,-2,-4,-7,14,-5,4,3
CC(=O)c1ccc(OCCCC(=O)Nc2ccc(C)c(S(=O)(=O)N3CCOCC3)c2)cc1,13,2.2,-1,20,3,8,3,5,2
COc1cc([C@@H]2CC=C(C(=O)O)[C@H](c3ccccc3F)N2S(=O)(=O)c2ccc(C)cc2)cc(OC)c1OC,16,-0.7,0,6,1,9,8,10,0
Cc1cccc(-n2c(O)c(C=Nc3ccccc3)c3ccccc3c2=O)n1,-26,0.5,-2,-3,9,-5,4,6,18
CC(C)NC(=O)c1cccc(C(F)(F)F)c1,1,-0.6,0,2,2,20,6,5,6
Cn1c(NCC2CCCO2)nc2c1c(=O)n(Cc1ccccc1)c(=O)n2C (stereo unspecified),16,-2.8,-5,17,-1,4,0,6,1
CCOc1ccc(NC(=O)Nc2ccc(Cc3ccncc3)cc2)cc1,2,-3.6,-2,-3,12,2,-5,-11,9
CCc1cccc(C)c1NC(=O)C(c1ccc(O)cc1)N1CCC1=O (stereo unspecified),-4,-4.2,2,0,5,12,10,-6,0
CCN(CC(=O)Nc1cccc(S(=O)(=O)N(C)c2ccccc2)c1)Cc1cccs1,-4,0.1,-3,4,-1,0,-10,19,16
Cc1cc(C)n(-c2nnc(SCC(=O)NC3CCCC3)c3ccccc23)n1,6,-2.4,1,-2,7,-34,13,9,1
CCOC(=O)[C@@H]1[C@H]2COc3ccccc3[C@H]2N2C(=O)N(c3ccc(Br)cc3)C(=O)[C@]12C,6,-1.2,3,12,7,6,4,-2,-2
Cc1ccc2nsnc2c1NC(=O)c1cccc([N+](=O)[O-])c1,0,0.4,0,-2,/,6,/,/,/
O=C(COC(=O)Cc1c[nH]c2ccccc12)NCCc1ccccc1,12,0.1,-3,1,-5,20,-2,5,-1
O=C(COC(=O)c1ccc(O)cc1)Nc1ccccc1[N+](=O)[O-],11,2.9,4,-5,14,13,-2,2,-5
COc1ccc(CNC(=O)C(C)N(Cc2ccco2)C(=O)c2snc(C(N)=O)c2N)cc1 (stereo unspecified),14,-0.1,1,-1,4,6,10,7,20
COc1cc(CNc2ccc(N3CCCC3)cc2)cc(Cl)c1OC,41,1.7,-3,4,-10,-13,8,0,13
COc1ccc(C(=O)CCC(=O)N2CCN(c3ccc([N+](=O)[O-])cc3)CC2)cc1,-5,1.7,-1,14,-2,-21,-10,22,-2
Cc1ccc(C(=O)O)cc1NC(=S)NC(=O)c1ccc(COc2ccccc2)cc1,28,-0.4,5,-6,1,-10,11,5,27
COc1cccc(C2CC(c3ccccc3OC)n3ncnc3N2)c1 (stereo unspecified),19,-2.2,-1,7,4,2,-6,-11,5
Cc1cc(C)n(-c2cc(N3CCN(C(=O)c4ccc(C(C)(C)C)cc4)CC3)ccc2[N+](=O)[O-])n1,42,2.7,0,6,34,-21,16,5,-12
CC1CCCN(C(=O)Cn2c(=O)oc3ccccc32)C1 (stereo unspecified),5,-2.3,2,-7,-6,14,2,1,-10
CCCCN(C)CCNC(=O)c1cc2c(-c3cccc(OC)c3)nn(C)c2s1,18,-1.3,1,-26,9,7,-1,14,16
COc1cc(C(=O)O/N=C(\N)c2ccncc2)cc(OC)c1OC,40,0.8,1,-14,-2,11,-5,0,-2
S=C(Nc1ccccc1)Nc1ccc2cn[nH]c2c1,-17,5.8,2,-37,3,-27,-8,-9,-8
O=C(COC(=O)c1ccc(Br)o1)Nc1ccc(S(=O)(=O)N2CCCC2)cc1,4,0.7,-2,9,8,-9,1,7,1
CS(=O)(=O)c1cccc(C(=O)Nc2ccccc2Cc2ccccc2)c1,1,1.4,1,18,0,5,5,-7,13
O=C(CN1C(=O)NC2(CCCC2)C1=O)Nc1cccc(C(F)(F)F)c1,17,-0.2,-3,1,1,20,-9,2,-7
O=C(NC(Cc1ccccc1)C(=O)N1CCCC(C(F)(F)F)C1)c1ccccc1 (stereo unspecified),19,0.7,-3,4,3,9,-6,17,16
CCCCn1c(N)c(N(CCC(C)C)C(=O)C2CC(=O)N(Cc3ccc(C)cc3)C2)c(=O)[nH]c1=O (stereo unspecified),6,-1.6,1,-7,4,7,2,-10,11
COc1cccc(CN2CCN(Cc3ccccc3C(F)(F)F)CC2)c1,-26,-0.7,0,-23,-3,-34,-12,20,20
NC(=O)CC(NC(=O)Cc1cccc2ccccc12)c1ccc(NC2CC3CCC2C3)c([N+](=O)[O-])c1 (stereo unspecified),11,-0.7,-2,15,0,17,16,-6,27
FC(F)(F)c1cccc(-c2cc3ccccc3nc2N2CCCC2)c1,28,-1.4,-4,-7,1,8,-6,5,9
Cc1cccnc1NC(=O)c1ccco1,-1,-0.2,-1,-6,2,2,2,-4,-5
CCN(CC)C(=O)C1CCCN(Cc2ccc3c(c2)OCO3)C1 (stereo unspecified),24,-1.8,-1,-3,-2,14,-3,9,-14
COCCn1c(=NC(=O)c2ccccc2[N+](=O)[O-])sc2cc(S(C)(=O)=O)ccc21,-23,4.9,-2,-33,-11,2,-5,-28,-6
Oc1ccc(-c2nc3ncccn3c2Nc2ccc3c(c2)OCCO3)cc1,21,3.2,-3,4,5,8,11,3,3
CN(C)CCCC(=O)c1ccc2c(c1)OCO2,-4,-2.0,-4,7,-11,11,-2,3,-23
COc1cc2nc(=S)n3[nH]c(CCn4c(C)nc5ccccc54)nc3c2cc1OC,3,2.3,1,0,4,-4,-3,-5,0
CCCCN(C(=O)Cn1nnc2ccccc21)C(C(=O)NCc1ccco1)c1ccncc1 (stereo unspecified),18,-3.1,2,-4,-8,1,3,-12,-3
Cc1ccc(S(=O)(=O)Nc2nc(C)cc(N/N=C/c3ccc(O)cc3)n2)cc1,17,-0.2,2,6,-9,-1,-2,-2,8
CN(C)c1ccc(CN2CCCCCC2)cc1,-2,-0.3,1,0,0,-9,-12,-8,6
CCOC(=O)CSc1nc(NCc2ccco2)c2ccccc2n1,22,-0.3,1,-2,0,-6,-3,6,0
CC(CCc1ccccc1)NC(=O)CSc1cccc[n+]1[O-] (stereo unspecified),9,0.5,0,-1,-11,5,-6,-1,-6
Cc1cc(C(=O)N2CCCc3ccccc32)no1,4,0.2,0,0,-1,-3,-3,3,2
O=S(=O)(c1cnc(Cl)c(Br)c1)N1CCc2ccccc21,19,-0.9,-4,13,-10,19,16,9,9
CCOC(=O)N1CCC(NC(=O)CCS(=O)(=O)c2ccc3c(c2)CCN3C(C)=O)CC1,-2,-0.1,-1,4,0,10,2,1,-23
COc1cccc(C=Nc2ccc3c(c2)CCC3)c1O,-11,4.7,0,14,-19,26,-9,-1,5
CC(=O)Nc1ccc(C=NNC(=O)C2CC2)cc1,/,/,/,/,-7,/,-3,-14,10
CC(C)N(Cc1nc(-c2ccc3c(c2)OCO3)no1)Cc1nccn1C,-17,1.4,-3,-4,1,-6,14,8,8

# Exported as labelled records: part of the list above.
molecule: COc1cccc(C=Nc2ccc3c(c2)CCC3)c1O
  Mdm2 MdmX PPI: -11 | UPR CHOP act: 4.7 | UPR XBP1 act: 0 | Jurkat NFkB inh: 14 | EBI2 block: -19 | 697 NFkB inh: 26 | CXCR6 inh: -9 | Gli-Sufu block: -1 | CCR6 antag: 5
molecule: CC(=O)Nc1ccc(C=NNC(=O)C2CC2)cc1
  Mdm2 MdmX PPI: / | UPR CHOP act: / | UPR XBP1 act: / | Jurkat NFkB inh: / | EBI2 block: -7 | 697 NFkB inh: / | CXCR6 inh: -3 | Gli-Sufu block: -14 | CCR6 antag: 10
molecule: CC(C)N(Cc1nc(-c2ccc3c(c2)OCO3)no1)Cc1nccn1C
  Mdm2 MdmX PPI: -17 | UPR CHOP act: 1.4 | UPR XBP1 act: -3 | Jurkat NFkB inh: -4 | EBI2 block: 1 | 697 NFkB inh: -6 | CXCR6 inh: 14 | Gli-Sufu block: 8 | CCR6 antag: 8

# Going on with the list:
SMILES,Mdm2 MdmX PPI,UPR CHOP act,UPR XBP1 act,Jurkat NFkB inh,EBI2 block,697 NFkB inh,CXCR6 inh,Gli-Sufu block,CCR6 antag
O=C(Nc1ccc([N+](=O)[O-])cc1)c1nc[nH]c1C(=O)NC1CCCCC1,67*,24,166*,15,-40,6,13,-10,7
COc1ccc(N2CCN(C(=O)COC(=O)CNC(=O)c3cccc(OC(F)F)c3)CC2)cc1,10,0.0,0,-1,2,-8,4,-28,0
COc1ccc(CCCC(=O)NC2CCCCC2C)c(C)c1 (stereo unspecified),4,-0.8,-3,-7,-2,0,3,5,8
Cc1cnc(NC(=O)CC2CCCC2)s1,7,7.6,2,-31,-4,-48,-7,-44,3
Cc1ccccc1-n1cc(CNC(=O)C2CCC(=O)N(C3CC3)C2)cn1 (stereo unspecified),-2,0.2,-4,9,-6,15,-8,1,0
O=C(NC(Cc1ccccc1)C(=O)N1CCCCCC1)c1ccccc1 (stereo unspecified),8,0.8,-4,-9,8,4,6,3,-2
CC(C)CCN1CCN(Cc2cccn2-c2cccnc2)CC1CCO (stereo unspecified),-2,-2.0,-1,-3,-9,16,-6,10,-8
COc1ccc(-n2ncc3c(=O)n(CC(=O)NC(C)C)cnc32)cc1,-7,2.2,-3,-11,-2,8,6,-12,6
CC(C)(Oc1ccc(Cl)cc1)C(=O)NCCCn1ccnc1,8,0.1,-2,12,7,-1,-11,0,-1
